From PubChem
m-calpain inh: inhibitors of pig calpain II, primary screen, biochemical, fluorogenic peptide substrate, 1536-well | purified calpain II, 30 min | inhibition, % at 16 µM | 0.37% of 220,000 active | AID 1236, 2008;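 active = inhibition above about 50%, limit read from the data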
Rad51 HR inh: human RAD51 strand exchange inhibitors, primary screen, biochemical, fluorescence. DNA repair protein RAD51 homolog 1 (Homo sapiens), Q06609. hRad51 DNA strand exchange, fluorescence dequenching. inhibition, % at 10 µM. 0.085% of 200,000 active;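 active = inhibition above 40% at the single screening dose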;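 also: 0% = DMSO control wells and 100% = blanks with heterologous ssDNA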
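Test system – preformed human Rad51 ssDNA filaments · Reagent – Donor/quencher-labelled 47-bp dsDNA substrate · Incubation – 37 °C 15-min filament assembly, 30-min compound preincubation, 15-min exchange · Signal – FRET fluorescence dequenching, excitation 485 nm, emission 520 nm · Read-out – percent inhibition from fluorescence, normalised to plate control and blank means · Benchmarks – plate control and blank wells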
zVAD death inh: inhibitors of zVAD-triggered necroptosis, primary screen, L929 cells. L929 zVAD necroptosis rescue, ATP luminescence, 24 h; with zVAD 60 µM. viability rescue, % at 10 µM. 0.38% of 220,000 active;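 active = activation, scaled between plate controls, above about 75%, limit read from the data; inactive = activation under that limit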;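 also: 0% = zVAD with DMSO and 100% = DMSO alone without zVAD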
14-3-3 Bad PPI: inhibitors of 14-3-3 zeta/Bad binding, primary screen, biochemical, TR-FRET, bovine 14-3-3 zeta; 0.71% of 220,000 active; TR-FRET 14-3-3zeta/Dy647-pBad peptide displacement, 1 h; AID 781, 2007; inhibition, % at 21.7 µM; 14-3-3 protein zeta/delta (Bos taurus), P63103;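 active = inhibition above about 70%, limit read from the data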;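 also: 0% = full 14-3-3 plus peptide FRET controls and 100% = background without 14-3-3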
Target sequence (P63103 whole entry, looked up): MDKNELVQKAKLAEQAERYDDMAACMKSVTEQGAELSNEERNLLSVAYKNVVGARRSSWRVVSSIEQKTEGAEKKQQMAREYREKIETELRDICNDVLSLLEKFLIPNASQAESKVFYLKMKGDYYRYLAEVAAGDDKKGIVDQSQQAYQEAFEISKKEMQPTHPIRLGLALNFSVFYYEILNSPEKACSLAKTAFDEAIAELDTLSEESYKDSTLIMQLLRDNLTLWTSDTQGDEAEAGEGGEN
PGE2 EP2 inh: human EP2 receptor antagonists, primary screen, TR-FRET cAMP, C6 glioma cells. 0.52% of 260,000 active. inhibition, % at 25 µM. C6 glioma cells expressing human EP2; cells stimulated with saturating PGE2;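 active = percent inhibition above 40 after rounding to a whole number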;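 also: rat C6 glioma host cells with rolipram phosphodiesterase inhibitor present; the protocol text gives 20 µM as final concentration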
Hck Nef HTS: inhibitors of Nef-activated human Hck kinase, primary screen, biochemical, Z-Lyte FRET, 384-well, Hck-YEEI. Recombinant Hck-YEEI plus Nef, Z-Lyte FRET kinase assay. 0.68% of 220,000 active. inhibition, % at 20 µM;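 active = Hck-Nef kinase inhibition above about 50%, limit read from the data; inactive = inhibition below that limit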;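 also: 0% = DMSO with Hck plus Nef and 100% = Hck alone without Nef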
Target sequence (P08631 whole entry, looked up): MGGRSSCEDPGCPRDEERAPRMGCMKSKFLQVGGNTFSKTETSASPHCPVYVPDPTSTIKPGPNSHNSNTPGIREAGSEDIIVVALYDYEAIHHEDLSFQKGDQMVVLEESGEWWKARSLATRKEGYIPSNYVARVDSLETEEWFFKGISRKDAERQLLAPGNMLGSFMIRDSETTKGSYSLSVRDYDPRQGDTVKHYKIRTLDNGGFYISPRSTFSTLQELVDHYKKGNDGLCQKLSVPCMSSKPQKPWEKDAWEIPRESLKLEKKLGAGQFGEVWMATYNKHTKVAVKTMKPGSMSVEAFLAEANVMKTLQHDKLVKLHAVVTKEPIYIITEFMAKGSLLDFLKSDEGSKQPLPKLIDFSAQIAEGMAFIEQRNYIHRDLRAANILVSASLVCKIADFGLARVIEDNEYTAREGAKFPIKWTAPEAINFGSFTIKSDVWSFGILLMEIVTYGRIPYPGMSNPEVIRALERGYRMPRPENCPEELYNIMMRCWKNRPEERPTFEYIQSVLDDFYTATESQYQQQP
eIF4E 4G PPI: eIF4E–eIF4G protein interaction inhibitors, primary screen, biochemical, uHTS, TR-FRET, eIF4GI fragment | inhibition, % at 21.7 µM | AID 782, 2007 | 0.37% of 220,000 active | TR-FRET eIF4E-eIF4GI(517-606) binding, 2 h;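 active = inhibition above about 30%, limit read from the data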;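 also: 0% = full FRET control wells and 100% = background wells lacking eIF4GI fragment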
EP2 modulator: EP2 receptor modulators, cAMP readout, primary screen, cell-based, HTRF cAMP, PGE2 stimulation; Prostaglandin E2 receptor EP2 subtype (Homo sapiens), P43116; induction, % at 25 µM; 0.83% of 260,000 active; EP2-expressing cells, cAMP HTRF FRET, PGE2 co-stimulation; AID 940, 2007;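 active = compounds whose cAMP rise, as percent of the full-agonist control response, exceeds 60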;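 also: rat C6 glioma line stably carrying human EP2 under a CMV promoter; the protocol text gives 20 µM as final concentration; 100% = response of wells given 1 µM PGE2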
Tb hexokinase: Trypanosoma brucei hexokinase 1 inhibitors, primary screen, biochemical, G6PDH-coupled NADH absorbance, MLSCN library | recombinant TbHK1, G6PDH-coupled NADH A340 | inhibition, % at 10 µM | 0.11% of 220,000 active;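 active = inhibition of 50% or more in the single-dose primary screen; inactive = inhibition below 50%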
An asterisk follows results filed as active; i = inactive; nt = no result given; & = joins results of further samples; [ ] = remark or other dose. Not all compounds are listed; the hit share may differ from the screen's.

SMILES | m-calpain inh | Rad51 HR inh | zVAD death inh | 14-3-3 Bad PPI | PGE2 EP2 inh | Hck Nef HTS | eIF4E 4G PPI | EP2 modulator | Tb hexokinase
CCCCNC(=O)Nc1ccon1 | 1 | -3 | -0.5 | -3 | 5 | -1 | 4 | -12 | 16
CSC1=NCCN1C(=O)Cc1cccc2ccccc12 | -2 | 21 | 0.3 | -4 | 5 | 9 | -1 | 9 | 8
NNc1ccc(Cl)c(C(=O)O)c1 | 4 | 2 | 0.6 | 2 | 7 | -13 | 1 | -2 | 0
N#Cc1ccccc1Sc1ccccc1C(=O)OCC(=O)NC1CCCCC1 | -13 | nt | 1.3 | 8 | 12 | -24 | 0 | 20 | 3
COc1ccc(N2CCN(S(=O)(=O)c3ccc4c(c3)OCCO4)CC2)cc1 | 9 | 28 | 2.4 | -23 | 6 | 30 | 6 | -69 | 3
CCOC(=O)N1CCC(NC(=O)c2cc3c(=O)n(C)c4ccccc4c3n2C)CC1 | -32 | -14 | 0.9 | -1 | 3 | 5 | -8 | 1 | 3
CC(C)(C)c1ccc(N2C(=N)SCC2=O)cc1 | 7 | 26 | 1.6 | 1 | 3 | 14 | 1 | -12 | -11
COc1ccc(S(=O)(=O)N(C(C)=O)c2ccc3oc(=O)sc3c2)cc1 | 10 | -3 | 2.9 | 10 | 3&14 | 0 | -5 | 1&-41 | 0
Cn1c(=O)[nH]c(=O)c2c1nc(N1CCCCC1)n2C/C=N/Nc1ccc(C(=O)O)cc1 | 20 | 1 | 0.2 | -10 | 8 | -4 | 14 | 20 | -9
COC(=O)CCN(C(=O)c1cccc(OC(C)=O)c1)c1ccccn1 | 8 | -4 | -0.5 | -14 | 6 | 4 | -15 | 4 | -1
C/C(=N/OC(=O)c1ccc(C)cc1)c1ccc(N2C(=O)C3CCCCC3C2=O)cc1 (stereo not given) | 13 | 2 | -0.1 | 9 | 10 | 1 | 2 | -7 | 0
COC(=O)CCSC(=S)N1CCOCC1 | -4 | 19 | -0.3 | 4 | 10 | 21 | -1 | 7 | -7
Cc1cc(C(=O)N/N=C2\CCCC(=O)C2)c(C)n1-c1ccccc1 | -2 | -13 | 0.0 | -3 | 6 | 0 | -2 | 3 | 0
O=C(c1ccccc1)c1nn(-c2ccccc2)c2nnc(Cc3ccccc3)c(=O)n12 | -22 | 1 | 0.1 | 7 | 11 | 6 | 7 | 5 | 15
CCn1cnc2cc(NS(=O)(=O)c3ccc(C)cc3)ccc21 | -31 | 1 | -0.3 | 6 | 11 | 3 | -2[fluorescence artefact?] | -9 | -1
O=C(Cn1cc[n+](CC(=O)c2ccc(Cl)cc2Cl)c1)c1ccc(Cl)cc1Cl | -2 | 13 | 1.0 | 8 | 4 | 15 | 0 | 7 | 3
O=C(Nc1ccccc1C(=O)N1CCCC1)C1CCN(c2ncccn2)CC1 | -28 | -3 | 0.2 | 28[fluorescence artefact?] | 3 | -12 | 5[fluorescence artefact?] | -10 | -3
CC(=O)Nc1cc(C(F)(F)F)ccc1OCC1CCCO1 (stereo not given) | 21 | -6 | 0.3 | -6 | 11 | 1 | 3 | 18 | -3
CCOC(=O)N1CCC(N2Cc3cccc(C(=O)N4CC(C)CC(C)C4)c3C2=O)CC1 (stereo not given) | -8 | nt | nt | 9 | 4 | 2 | -2 | 17 | 0
Cc1cc(-c2nc3ncccc3o2)ccc1NC(=S)NC(=O)C(C)C | 6 | -1 | -0.6 | -2 | 14 | -18 | -1 | -26 | 10
COc1ccc(CN(C(=O)COc2ccccc2)c2ccccc2C(=O)O)cc1 | -19 | -2 | 0.2 | 4 | 13 | 16 | 2 | 2 | -10
CCN(CC)C(=O)c1cc(-c2ccc(Br)cc2)on1 | 0 | 0 | 1.7 | 11 | 6 | -1 | 0 | 1 | 3
COc1ccc2occ(C(=O)c3ccc(N=C(C)N(C)C)cc3)c2c1 | -8 | nt | 0.8 | 14 | nt | 7 | 3 | -18 | -14
O=C(N/N=C/c1ccco1)C1(O)c2ccccc2-c2ccccc21 | -13 | -15 | 0.0 | -2 | 6 | 22 | 4 | 32 | -16
Clc1ccc(Cl)c(OCCN2CCOCC2)c1 | -9 | 0 | -1.2 | 7 | 12 | 5 | 0 | 5 | 6

The last 4 records of the part above are carried over, then new ones follow.
SMILES | m-calpain inh | Rad51 HR inh | zVAD death inh | 14-3-3 Bad PPI | PGE2 EP2 inh | Hck Nef HTS | eIF4E 4G PPI | EP2 modulator | Tb hexokinase
CCN(CC)C(=O)c1cc(-c2ccc(Br)cc2)on1 | 0 | 0 | 1.7 | 11 | 6 | -1 | 0 | 1 | 3
COc1ccc2occ(C(=O)c3ccc(N=C(C)N(C)C)cc3)c2c1 | -8 | nt | 0.8 | 14 | nt | 7 | 3 | -18 | -14
O=C(N/N=C/c1ccco1)C1(O)c2ccccc2-c2ccccc21 | -13 | -15 | 0.0 | -2 | 6 | 22 | 4 | 32 | -16
Clc1ccc(Cl)c(OCCN2CCOCC2)c1 | -9 | 0 | -1.2 | 7 | 12 | 5 | 0 | 5 | 6
CCCN(Cc1ccccc1)C(=S)Nc1cccc(C)c1C | 6 | nt | 0.8 | -7 | 5 | 0 | 7 | -10 | 0
Cc1ccc(S(=O)(=O)NCC(c2cccnc2)N2CCOCC2)cc1 (stereo not given) | 10 | 38 | 0.1 | -10 | 4 | 0 | 0 | 2 | 0
Cn1c(-c2ccccc2)nc2cnccc21 | -1 | 10 | 1.4 | 2 | 2 | 8 | 1 | -5 | -7
COC(=O)c1ccc(CNC(=O)COc2ccccc2Br)o1 | -24 | -3 | -0.2 | 8[fluorescence artefact?] | 19 | -1 | 1[fluorescence artefact?] | 21 | 5
O=S(=O)(/N=C(/c1ccccc1)N1CCCCCC1)c1ccccc1 | -5 | 9 | -0.4 | -9 | 3 | -1 | 3 | 7 | -2
COc1ccc(C)cc1C1=Nc2ccccc2C1(C)C | -8 | -1 | -0.5 | -4[fluorescence artefact?] | 3 | 6 | 9[fluorescence artefact?] | 38 | 5
COc1ccc(/C=C/C2=NN(C)C(=O)CC2)cc1 | -2 | 18 | -0.8 | -11 | 11 | 15 | 5 | 12 | -74
COc1cccc(N2CCN(C3CC(=O)N(c4ccc(Cl)cc4)C3=O)CC2)c1 (stereo not given) | -16 | -21 | 0.3 | -8 | 13 | 2 | 0 | -11 | 1
CCOC(=O)C1=C(C)NC(SCC(N)=O)=C(C#N)C1c1ccccc1 (stereo not given) | -4 | 5 | -0.2 | 3 | 25 | 1 | -12 | 21 | -7
COc1ccc(C)cc1NC(=O)c1cc2c(=O)n3ccccc3nc2n1C | i | -7 | 0.1 | 0 | 5 | -16 | 9 | -6 | 2
O=C(CCC1CCCCC1)NCCN1C2=NC[C@H](Cc3ccccc3)N2C[C@H]1Cc1ccc(O)cc1 | -23 | -3 | -0.9 | -1 | 9 | -10 | 0 | -16 | 1
Cc1cnc(Nc2nc3ccccc3o2)nc1C(=O)Nc1cccc(C(F)(F)F)c1 | -17 | -11 | -0.1 | -10 | 8 | -1 | -3 | -7 | 1
CCOc1cc(/C=C2/C(=N)N3OC(C)=CC3=NC2=O)ccc1OC | 16 | 23 | 10.0 | -2 | 4 | 21 | 2 | -36 | -2
CCC(C)(C)n1nnnc1C(c1cc(OC)ccc1OC)N1CCN(Cc2ccccc2)CC1 (stereo not given) | -5 | 21 | -1.2 | -12 | 4 | 21 | 0 | 32 | -1
CC1(C)CC(=O)C(C2(O)C(=O)Nc3ccccc32)CO1 (stereo not given) | -16 | 12 | -0.6 | -6 | 12 | 18 | 3 | -5 | -1
NS(=O)(=O)c1ccc(CNC(=O)c2ccc(Br)o2)cc1 | 28 | 3 | 0.0 | -11 | 11 | 0 | 5[fluorescence artefact?] | -8 | 4
Cc1ccccc1C(=O)NC(NCC1CCCO1)C(Cl)(Cl)Cl (stereo not given) | -17 | 2 | 0.1 | -5 | 2 | 1 | 2 | 12 | -6
O=C(Nc1c(F)c(F)c(F)c(F)c1F)C1CCCCC1 | -39 | -1 | -0.9 | -8 | 17 | 0 | -8 | 24 | 3
CC1(C)C2CCC(C2)C1(C)NC(=O)C[N+](C)(C)C (stereo not given) | -25 | 20 | -0.8 | 1 | 6 | 17 | 3 | 20 | -5
O=C(CN1C(=O)NC2(CCCCCC2)C1=O)c1ccc2c(c1)OCCO2 | 14 | 1 | 0.2 | -6 | 21 | 0 | 3 | -41 | -1
COc1ccc(C(=O)/C=C/Nc2ccc([N+](=O)[O-])cc2)cc1 | 1 | 7 | 2.0 | 6[fluorescence artefact?] | 7 | 2 | -5 | 6 | -2
CCc1nc(-c2ccccc2)c2ccccn12 | -325 | -6 | 4.3 | 17 | 13 | -35 | 7 | -10 | -9
O=C(CNC(=O)c1cccs1)NCC(=O)OCc1c(F)cccc1Cl | -5 | 12 | 4.9 | -10 | 14 | 0 | -4 | 0 | -11
O=C(/C=C/c1ccccc1)c1ccc2c(c1)OCCCCO2 | -5 | -2 | 0.0 | -7 | 23 | 0 | 4 | 0 | -8
O=C(CC1SC(=NCC2CCCO2)NC1=O)Nc1cccc2ccccc12 (stereo not given) | 5 | 2 | 3.0 | -12 | 7 | 3 | -8 | -20 | 33
Remaining list, next part.
SMILES | m-calpain inh | Rad51 HR inh | zVAD death inh | 14-3-3 Bad PPI | PGE2 EP2 inh | Hck Nef HTS | eIF4E 4G PPI | EP2 modulator | Tb hexokinase
Cc1ccc(OCc2ccc(C#N)cc2)c(C(=O)c2cc(C#N)c(=O)n(C3CC3)c2)c1 | -2 | 1 | -0.4 | 11 | 6 | 2 | 2 | -6 | -4
COc1ccc(C2(c3ccc(O)cc3O)CC(c3ccccc3Cl)NC(=S)N2)cc1 (stereo not given) | -47 | -9 | -0.7 | -10 | 10 | 15 | 6 | -25 | 3
CN(C)S(=O)(=O)c1ccc(-c2csc(N/N=C/c3ccco3)n2)cc1 | -31 | -3 | -0.1 | -2 | 47* | 19 | 1 | -51 | -14
Cc1cc(C)n(CCc2nc(-c3cc4ccccc4o3)cs2)n1 | -39 | nt | -0.1 | 3 | nt | 1 | 2 | -60 | 0
CCn1c(SCC(=O)c2cc(OC)ccc2OC)nnc1C1CC1 | nt | 2 | 0.5 | nt | 14 | 0 | nt | nt | -8
CCCn1c(=O)c(C(=O)NCC2CCCO2)c(O)c2ccccc21 (stereo not given) | -4 | nt | 0.3 | -5 | 14&9 | 1 | 2 | 47&41 | 0
CCOC(=O)C1CCCCN1Cc1cn(C)nc1-c1ccccc1F (stereo not given) | 5 | 21 | 0.0 | -5 | 9 | 18 | 1 | 2 | -14
COc1cccc(OC)c1C(=O)Nc1ccc([N+](=O)[O-])cn1 | 0 | 6 | 1.1 | -4 | 2 | 2 | 18 | 13 | -16
COc1ccc(N2C(=O)CC(N(Cc3ccco3)C(=O)CCC(=O)O)C2=O)cc1 (stereo not given) | -28 | -6 | 14 | -3 | 12 | 15 | -3 | 25 | -8
COC(=O)CSc1nc(N)c(C#N)c(-c2ccco2)c1C#N | -46 | -6 | 0.3 | -1 | 19 | 1 | -1 | -29 | -8
